# Screens: PubChem BioAssay, Sanford-Burnham Center for Chemical Genomics
# KOR beta-arrestin-1: KOR agonists, beta-arrestin recruitment, primary screen, cell-based, luminescence, uHTS (AID 1777). KOR beta-arrestin recruitment, luminescence; higher % means a stronger effect. activation, % at 10 µM, or EC50 in µM where a hit was titrated. 280,000 compounds, 0.02% hits; in the data active = activation above about 50%, passing the limit was not always enough; note: a part of the inactive calls stands beside numbers as strong as those of hits
# NOD1 NF-kB reporter: inhibition of NOD1-driven NF-kB reporter – cell-based, luminescence, uHTS, primary screen (AID 1578); 290,000 compounds, 1% hits; NOD1-driven NF-kB luciferase reporter cells, luminescence; higher % means a stronger effect; inhibition, % at 4 µM, or EC50 in µM where a hit was titrated; in the data active = inhibition mostly above about 36%, no sharp cut-off; inactive = mostly below about 34%;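 note: HEK-293T reporter cells stimulated with the NOD1 agonist gamma-tri-DAP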
# GPR55 LPI antagonism: GPR55 antagonists blocking LPI-driven arrestin recruitment, primary screen, imaging, U2OS, beta-arrestin-GFP, LPI agonist (AID 2013). U2OS GPR55 beta-arrestin-GFP translocation imaging, LPI antagonism; higher % means a stronger effect. inhibition, % at 10 µM; hits with a dose series show IC50 in µM. 290,000 compounds, 0.13% hits;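 active = spots per cell inhibited over 60%, with over 100 cells counted and total cytoplasm intensity under 500,000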;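 note: U2OS cells stably carrying GPR55 and arrestin-GFP stimulated by 5 µM LPI near EC80; imaged beta-arrestin-GFP aggregate spots per cell after agonist stimulation; plate controls were LPI-stimulated DMSO wells for no effect and DMSO wells without LPI for full effect; some results filed as inactive read as strong as hits; confirmed hits need IC50 under 10 µM and bright autofluorescent wells are also inconclusive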
# Siah-1 displacement: blockers of Siah-1 interaction with plectin peptide – biochemical, fluorescence polarization, rhodamine-plectin, uHTS, primary screen (AID 1817). Siah-1 / rhodamine-plectin peptide fluorescence polarization; higher % means a stronger effect. one-dose displacement, % at 20 µM; IC50 in µM for titrated hits. 290,000 compounds, 0.02% hits;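 active = displacement of at least 50% at 20 µM, with a fluorescence ratio check between 0.3 and a set limit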;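 note: plate controls were Siah plus tracer with DMSO for no effect and tracer alone without Siah for full effect; strong numbers were not always called active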
# GPR35 antagonists: inhibition of zaprinast-stimulated GPR35 beta-arrestin translocation – imaging, U2OS, beta-arrestin-GFP, zaprinast agonist, primary screen (AID 2058) | U2OS GPR35 beta-arrestin-GFP translocation imaging, zaprinast antagonism; higher % means a stronger effect | inhibition, % at 10 µM; hits with a dose series show IC50 in µM | 290,000 compounds, 0.052% hits;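 active = inhibition of at least 50% with at least 30 cells and total cytoplasm GFP at most 10,000,000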
# AID2073: disruptors of CaV2.2 binding to Mint1 – biochemical, HTRF (AID 2073); HTRF protein-protein interaction, Mint1-CaV2.2; higher % means a stronger effect; 290,000 compounds, 0.19% hits; one-dose inhibition, % at 20 µM; IC50 in µM for titrated hits; in the data active = inhibition mostly above about 51%, no sharp cut-off; note: some results filed as inactive read as strong as hits
# KOR beta-arrestin-2: kappa opioid receptor blockers – cell-based, luminescence, uHTS (AID 1778). inhibition, % at 10 µM; hits with a dose series show IC50 in µM. 290,000 compounds, 0.091% hits. KOR beta-arrestin recruitment, luminescence, antagonist mode; higher % means a stronger effect; in the data active = inhibition above about 50%; note: strong numbers were not always called active
# GPR55 beta-arrestin: selective activators of receptor GPR55 – imaging, U2OS cells, beta-arrestin-GFP redistribution, primary screen (AID 1961). one-dose activation, % at 10 µM; EC50 in µM for titrated hits. 290,000 compounds, 0.048% hits. U2OS GPR55 beta-arrestin-GFP redistribution imaging; higher % means a stronger effect;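 active = activation above 40% with more than 50 cells counted in the well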;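 note: U2OS osteosarcoma cells stably expressing GPR55 and beta-arrestin-GFP; plate controls were DMSO negative control for no effect and LPI positive control for full effect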
# HIV fusion peptide: inhibitors of HIV fusion peptide binding, primary screen, biochemical, uHTS, fluorescence dequenching (AID 1986). 290,000 compounds, 0.3% hits. one-dose inhibition, % at 20 µM; IC50 in µM for titrated hits. cell-free peptide binding, fluorescence dequenching, 30 min; higher % means a stronger effect; in the data active = inhibition mostly above about 52%, no sharp cut-off; inactive = mostly below about 76%; note: some results filed as inactive read as strong as hits
# The depositor's hits bear a star; . = not tested or not shown; [ ] = remark or other dose.
SMILES,KOR beta-arrestin-1,NOD1 NF-kB reporter,GPR55 LPI antagonism,Siah-1 displacement,GPR35 antagonists,AID2073,KOR beta-arrestin-2,GPR55 beta-arrestin,HIV fusion peptide
Cc1ccccc1CC(=O)Nc1ccc(S(=O)(=O)N2CCOCC2)cc1,-5.4%,-28.8%,17.3%,-1.2%,-7.0%,-2.2%,-10.2%,-0.2%,0.9%
CN(C)CCN1C(=O)c2oc3ccccc3c(=O)c2C1c1ccccc1 (configuration not stated),1.1%,-8.3%,-7.4%,0.5%,7.4%,-0.7%,14.4%,-0.1%,-1.6%
N#CCCn1cc(C(=O)Nc2ccc(C(=O)O)cc2)c(-c2cccs2)n1,-0.8%,-26.6%,-5.1%,-4.7%,3.5%,-9.8%,-5.7%[20 µM],0.5%,-0.1%
Cc1cc(C)cc(NC(=S)N2CCN(S(=O)(=O)c3ccccc3)CC2)c1,-3.4%,-17.6%,6.8%,10.4%,-0.2%,34.8%,2.6%,-0.1%,-1.0%
CCOC(=O)C1(CCc2ccccc2)CCN(Cc2ccc(OC)cc2)CC1,-2.8%,-25.9%,33.2%,5.9%,-4.2%,-9.4%,-3.0%,0.0%,0.2%
CN(CC(=O)N1CCN(Cc2ccccc2)CC1)S(=O)(=O)c1ccc(Br)cc1,0.2%,-1.3%,4.8%,2.8%,11.8%,13.2%,2.9%,-0.1%,-1.0%
COc1ccc(N/C=C(\C(C)=O)c2ccc(OC)c(OC)c2)cc1OC,-0.2%,-25.4%,0.1%,13.2%,0.1%,-24.5%,-29.2%,-0.4%,0.7%
C#CCNC(=O)C1=C[C@@H](C2CC2)[C@H](CCCO)[C@@H](OCC)O1,1.8%,-5.5%,-6.5%,2.2%,-10.5%,11.9%,-0.1%,-0.1%,-0.4%
CCc1nc2c(sc3nc4c(cc32)COC(C)(C)C4)c(=O)n1Cc1ccccc1,3.6%,-1.7%,4.2%,-3.0%,1.5%,2.8%,-34.8%,0.1%,-2.4%
COC(=O)c1ccc(NC(=O)[C@H](C)NC(N)=O)cc1,-0.1%,-5.6%,-3.1%,10.7%,15.5%,-20.7%,14.2%,1.1%,-0.3%
O=C1CCNc2ccc(-c3ccccc3)cc21,0.6%,-20.9%,-11.9%,5.6%,-1.0%,86.7%,-33.6%,-0.2%,14.2%
Cc1ccc(CSc2nnc(CS(=O)Cc3ccc(Cl)cc3Cl)n2C)cc1 (configuration not stated),0.4%,-20.5%,6.5%,-6.0%,-0.7%,-2.8%,-36.8%,0.0%,-1.5%
CCOC(=O)CCCCCN(Cc1ccccc1)S(=O)(=O)c1ccc([N+](=O)[O-])cc1,-4.2%,-22.1%,22.1%,2.0%,-21.7%,0.8%,18.5%,-0.2%,0.2%
COc1cccc2cc(C(=O)c3ccc([N+](=O)[O-])cc3)oc12,-2.5%,4.7%,-0.3%,-4.6%,-3.7%,12.1%,-85.6%[20 µM],-0.1%,-1.8%
O=C(Nc1ccc(Cl)cc1F)c1ccc(COc2c(F)c(F)c(F)c(F)c2F)o1,-0.4%,-29.8%,8.5%,-2.4%,18.9%,-4.5%,4.1%,-0.1%,-2.3%
COc1ccc(C2C(C#N)=C(N)Nc3nc4ccccc4n32)cc1 (configuration not stated),8.1%,-24.4%,10.6%,-5.2%,-1.0%,20.0%,-33.8%,0.1%,2.6%
COc1ccc(C(=O)COC(=O)Cn2nnc3ccccc32)cc1Br,-3.5%,.,-1.5%,-3.3%,0.2%,4.3%,11.0%,-0.1%,1.2%
CCOC(=O)/C(C#N)=C/C1=C(N2CCOCC2)CC(C)(C)OC1,2.4%,-3.4%,0.8%,-4.2%,-9.1%,4.6%,4.3%,-0.3%,0.0%
N#CC(C#N)=C1NC2(CCCC2)Cc2ccccc21,1.9%,-4.1%,3.4%,8.1%,-0.8%,2.6%,18.7%,-0.3%,-0.6%
Cc1cc(Br)ccc1NC(=O)C1CCN(S(=O)(=O)c2cnc[nH]2)CC1,1.7%,-7.6%,15.2%,0.2%,-17.7%,3.4%,32.7%,0.4%,0.0%
CC(=O)NCCNC(=O)c1ccc(Cn2c(=O)[nH]c3ccsc3c2=O)cc1,4.1%,-13.3%,10.1%,3.5%,-19.6%,0.5%,0.5%,-0.2%,1.5%
FC(F)C(F)(F)C1=CC(c2ccccc2)=NCCN1,0.9%,-19.7%,4.5%,16.5%,6.5%,13.1%,18.0%,-0.2%,1.3%
COc1cc(C(=O)Nc2ccc(O)cc2)ccc1OC(C)=O,-2.1%,-19.6%,9.9%,3.9%,-15.2%,7.2%,8.4%,-0.1%,-0.1%
Cc1ccc(CNc2nc3ccccc3n3nnnc23)cc1,-1.3%,-27.5%,5.6%,1.2%,4.3%,17.0%,27.7%,0.2%,15.3%
O=C(NCc1ccc2c(c1)OCO2)c1ccc(S(=O)(=O)N2CCOCC2)cc1,-1.2%,-35.6%,-3.4%,-1.1%,-10.6%,4.9%,-42.2%,0.8%,-1.1%
CC(C)Oc1cc(NC(=O)CS(=O)CC(=O)N(C)C)c(Cl)cc1Cl (configuration not stated),4.9%,7.2%,5.9%,-4.7%,1.5%,-3.1%,19.8%,-0.1%,-1.3%
CCCCn1c(SCC(=O)NC2CCS(=O)(=O)C2)nc2cc(S(N)(=O)=O)ccc21 (configuration not stated),-0.3%,-14.1%,-3.9%,3.5%,4.9%,-8.5%,-10.0%,-0.2%,-2.8%
CC(C)NC(=S)NC1(C)CCS(=O)(=O)C1 (configuration not stated),2.3%,-22.8%,-9.3%,7.5%,-8.1%,4.2%,13.4%,-0.5%,-0.2%
COc1cc2c(cc1OC)CN(C(=O)CSc1n[nH]c(N)n1)CC2,-3.0%,-13.6%,6.4%,2.8%,-10.7%,-1.6%,30.6%,0.2%,-0.7%
O=C(Oc1ccc2ccccc2c1)C1CCC1,-8.0%,18.7%,19.3%,-5.9%,7.6%,10.7%,-5.4%[20 µM],-0.1%,-1.6%
Cc1ccc(S(=O)(=O)N/N=C/C(C)(C)CO)cc1,-2.2%,-3.1%,-2.1%,-2.0%,21.8%,-3.7%,9.5%,-0.3%,-1.8%
CCc1cc2c(NCc3ccccc3)nc(C)nc2s1,-3.7%,18.3%,-7.8%,6.1%,4.4%,-5.1%,3.3%,0.2%,1.3%
C=CCOC(=O)C1=C(C)Nc2nnnn2C1c1ccc(OC)cc1OC (configuration not stated),-0.6%,-4.1%,0.4%,-2.2%,3.8%,11.6%,-4.1%,-0.1%,0.6%
COc1ccc(CC(=O)Nn2c(-c3ccccc3)nc3ccccc3c2=O)cc1,2.4%,-4.5%,3.3%,2.2%,1.1%,-1.7%,8.6%,-0.3%,-0.1%
CC1CC1C(=O)Nc1nc(-c2ccccc2)cs1 (configuration not stated),-6.4%,-35.0%,-5.2%,-1.1%,-6.2%,3.9%,-29.2%,-0.2%,30.5%
Cc1ccc(OS(=O)(=O)c2ccc(-c3csc(C)n3)s2)c(C)c1,3.9%,7.6%,-4.2%,-3.7%,11.5%,12.4%,13.0%,0.3%,-0.4%
CC1=CC(=O)[C@H]2C(C)(C)CCC[C@]2(C)[C@@]1(O)CO,-1.5%,-9.4%,4.3%,2.4%,-10.3%,6.1%,-0.2%,-0.2%,0.0%
CC(C)(C)c1cc(/C=N/O)cc(C(C)(C)C)c1O,-0.8%,37.4%,56.2%,-3.5%,5.2%,-3.6%,0.1%,-0.2%,-3.0%
Cc1cc2cc(CNC(=O)Nc3ccccc3)ccc2n1C,5.0%,-22.8%,0.2%,16.9%,4.2%,-9.3%,4.2%,0.2%,-0.5%
CCOc1ccccc1NC(=O)c1cccc(NC(=O)CC(c2ccccc2)c2ccccc2)c1,2.0%,-20.0%,2.0%,4.2%,-0.1%,15.3%,-30.6%,-0.1%,0.6%
CCOC(=O)c1cc(C(C)=O)c(=O)[nH]c1C,6.4%,-25.1%,6.8%,2.3%,4.6%,2.9%,-32.1%,-0.2%,-0.4%
CCOC(=O)COc1coc(CN2CCN(c3ccccc3)CC2)cc1=O,5.3%,5.0%,12.4%,13.4%,4.8%,-6.0%,-53.8%,-0.1%,1.7%
COc1ccc(N2CC(C(=O)N3CCc4ccccc43)CC2=O)cc1 (configuration not stated),3.6%,-22.4%,9.0%,0.5%,-13.9%,-2.4%,-4.3%,0.5%,1.4%
O=C(CCN1C(=O)/C(=C\c2cccc(Br)c2)SC1=S)N1CCOCC1,-2.1%,-15.4%,-7.7%,4.4%,4.3%,7.3%,7.3%,-0.1%,1.1%
CSC1=C(C#N)C(c2ccccc2Cl)C(C(C)=O)=C(C)N1 (configuration not stated),-4.5%,-17.6%,8.1%,21.0%,-1.9%,10.9%,0.1%,0.1%,1.9%
Cc1cc([N+](=O)[O-])ccc1NC(=S)NC(=O)Cc1ccccc1,-5.6%,-4.3%,7.8%,1.6%,7.3%,6.5%,27.9%,0.7%,-0.9%
Cc1cc(C)n(C(=O)c2cc([N+](=O)[O-])cc([N+](=O)[O-])c2)n1,1.3%,-2.9%,1.4%,-4.9%,-3.9%,1.6%,6.1%,0.3%,-2.6%
Cn1nccc1C(=O)N/N=C/c1ccccc1[N+](=O)[O-],0.8%,3.5%,12.0%,5.8%,5.4%,0.0%,5.6%,-0.1%,0.5%

# Copied from the list.
# Reading of Cc1cc(C)n(C(=O)c2cc([N+](=O)[O-])cc([N+](=O)[O-])c2)n1 under KOR beta-arrestin-2: 6.1%
# Reading of CC1=CC(=O)[C@H]2C(C)(C)CCC[C@]2(C)[C@@]1(O)CO under NOD1 NF-kB reporter: -9.4%

# Next section.
SMILES,KOR beta-arrestin-1,NOD1 NF-kB reporter,GPR55 LPI antagonism,Siah-1 displacement,GPR35 antagonists,AID2073,KOR beta-arrestin-2,GPR55 beta-arrestin,HIV fusion peptide
CCCN(CCC)CCOc1cc(C)ccc1C(C)C,-0.2%,27.9%,19.4%,0.8%,1.7%,7.5%,-1.8%,-0.2%,-2.4%
CCOc1ccc(NC(=S)NNC(=O)c2ccc(Br)cc2)cc1,-4.9%,-18.5%,14.9%,-2.1%,11.2%,-10.6%,-26.4%,0.6%,2.4%
CCOc1ncccc1C(=O)OCC(=O)Nc1ncc(C(F)(F)F)cc1Cl,1.8%,3.2%,4.4%,-3.8%,1.1%,3.8%,2.1%,-0.1%,1.0%
CC1=NN(c2nc(-c3ccc(Cl)cc3)cs2)C(=O)C1,11.0%,46.6%,14.3%,-12.6%,-3.4%,6.8%,-39.4%,-0.2%,-1.9%
CCN(CCn1cccn1)C(=O)CCc1nnc(C2CCCCC2)o1,2.0%,-0.8%,8.3%,0.5%,3.1%,-8.4%,-12.0%,0.2%,-0.8%
CN1c2ccc(Cl)cc2C(=O)NC1c1ccc([N+](=O)[O-])s1 (configuration not stated),2.1%,1.7%,5.0%,1.9%,-6.8%,-3.3%,6.3%,0.7%,-2.6%

# A portion of the library; count on the stated rates, not on these rows.
